From PubChem
TDP1 block – qHTS Assay for Inhibitors of Tyrosyl-DNA Phosphodiesterase (TDP1) | Tyrosyl-DNA phosphodiesterase 1 (Homo sapiens), Q9NUW8 | recombinant TDP1, AlphaScreen DNA substrate cleavage | Potency, µM (top dose mostly 130 µM), for the others: at the highest dose activity change, negative = inhibition, actives largely listed as inhibitors | 350,000 tested, 0.28% active | AID 485290, 2010; also: nearly all actives have a fitted effect of over 40% in size
Target sequence (Q9NUW8 whole entry, looked up): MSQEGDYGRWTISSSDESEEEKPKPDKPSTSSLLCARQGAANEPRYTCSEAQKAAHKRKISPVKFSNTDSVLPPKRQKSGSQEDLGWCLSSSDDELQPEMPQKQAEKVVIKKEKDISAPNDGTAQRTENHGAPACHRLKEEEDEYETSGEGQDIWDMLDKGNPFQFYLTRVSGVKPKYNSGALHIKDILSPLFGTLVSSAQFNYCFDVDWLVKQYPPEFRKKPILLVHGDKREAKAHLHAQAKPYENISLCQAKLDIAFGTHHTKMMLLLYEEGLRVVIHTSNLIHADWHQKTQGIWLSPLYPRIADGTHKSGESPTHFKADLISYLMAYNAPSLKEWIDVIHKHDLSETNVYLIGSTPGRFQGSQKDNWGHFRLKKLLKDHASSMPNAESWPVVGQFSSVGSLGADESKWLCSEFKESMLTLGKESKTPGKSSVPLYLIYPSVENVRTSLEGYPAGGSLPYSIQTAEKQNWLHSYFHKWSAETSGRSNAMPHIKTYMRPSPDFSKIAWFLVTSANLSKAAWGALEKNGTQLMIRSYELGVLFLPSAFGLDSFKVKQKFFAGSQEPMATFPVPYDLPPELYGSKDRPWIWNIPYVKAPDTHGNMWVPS
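Steps: enzyme plus compound, 15 min RT; add biotin/phosphotyrosine-FITC oligonucleotide (15 nM final), react 5 min; add donor/acceptor beads (10 ug/ml final), 10 min; read AlphaScreen. Tdp1 at 1 nM final.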
TDP1 cell noCPT – qHTS for Inhibitors of human tyrosyl-DNA phosphodiesterase 1 (TDP1): qHTS in cells in absence of CPT; DT40 Tdp1-/- hTDP1 cells, no CPT, ATP luminescence, 48 h; Potency, µM (doses to about 46.2 µM), without a hit: at the highest dose activity change, negative = growth inhibition, most hits filed as inhibitors; 420,000 tested, 15% active; AID 686978, 2013; also: nearly all actives have a fitted effect of over 55% in size
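Compound effects on proliferation are scored in DT40 Tdp1-/-;hTDP1 cells in the absence of CPT. ATP levels (CellTiter-Glo luminescence) are recorded after a ≥48 hr, 37 °C incubation.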
TDP1 cell CPT – qHTS for Inhibitors of human tyrosyl-DNA phosphodiesterase 1 (TDP1): qHTS in cells in presence of CPT; chicken DT40 Tdp1-/-;hTDP1 cells + 20 nM CPT, ATP luminescence, 48 h; Potency, µM (top dose mostly 46.2 µM), without a hit: at the top dose activity change, negative = growth inhibition, usual class: inhibitors; 420,000 tested, 12% active; AID 686979, 2013; also: nearly all actives have a fitted effect of over 55% in size
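Chicken DT40 Tdp1-/- cells complemented with human TDP1, 400 cells/well, exposed to compounds plus 20 nM camptothecin for at least 48 h at 37 C; viability read as ATP content by CellTiter-Glo luminescence.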
Numbers without * were called inactive; ? = inconclusive; . = not tested or not shown; [ ] = another dose, or the depositor's remark. Calls follow the shape of the dose curve; as a rule, active = well fitted curve in the direction sought with a large enough effect; inconclusive = small, poorly fitted or top-dose-only effect, or another doubt; inactive = no such curve, though single readings can be large; an effect the other way counts as inactive or inconclusive. % is scaled to controls: 0 for no effect and ±100 for the full control effect; potency is read from the fitted curve at half-maximal effect. Compounds as they come, and some 18% of all compounds hit somewhere here.

SMILES | TDP1 block | TDP1 cell noCPT | TDP1 cell CPT
CCCCCn1c(CN2CCN(C(=O)OCC)CC2)nc2c1c(=O)[nH]c(=O)n2C | -2% | -18% | -30%
COc1ccc(S(=O)(=O)N2CCCCC2)cc1NC(=O)C1CC(=O)N(Cc2ccccc2)C1 (configuration not stated) | -2% | -1% | -20%
O=C(N/N=C/c1ccc(N2CCCCC2)o1)c1ccccc1 | 1% | 12µM* | 9.2µM*
CC(=O)N1CCN(Cc2cc(=O)n3cc(Cl)c(C)c(Cl)c3n2)CC1 | -1% | ? | -9%
COc1ccc(CCNC(=O)c2ccc(=O)[nH]c2)cc1 | -2% | 2% | -2%
CCOC(=O)c1ccc(N2C(=O)CC(N3CCCC(C)C3)C2=O)cc1 (configuration not stated) | 6% | ? | 13µM*
COc1ccc(Cn2nnc3c(=O)[nH]c(C4CCN(C(=O)c5ccccc5Cl)CC4)nc32)cc1 | 9% | -20% | -23%
O=C(NCc1ccccc1Cl)c1csc(COCCO)n1 | . | -23% | -3%
O=C(CNC(=S)NC(=O)c1ccccc1)c1ccccc1 | 5% | -19% | 1%
Cc1c(Cl)cccc1NC(=O)CN(CCc1ccccc1)S(=O)(=O)c1ccccc1 | 4%[12.3 µM] | ? | ?
O=C(Nc1ccc(Oc2ccccc2)cc1)c1csc(COCCO)n1 | . | ? | ?
CCOc1ccccc1N1C(=O)c2ccc(C(=O)O)cc2C1=O | 8% | 8% | 12%
COc1ccc(C(=O)Nc2ccc(C(=O)NCCc3ccc(OC)c(OC)c3)cc2)cc1 | . | -5% | 3%
CC(C)N(C)C(=O)c1ccc(OC2CCN(CCc3ccccc3)CC2)cc1 | -5% | ? | ?
Cc1nn(-c2ccccc2)c(Cl)c1/C=N/NC(=O)CNC(=O)c1ccccc1Cl | 3% | ? | 21µM*

The last two entries of the section above come first, to join the parts.
SMILES | TDP1 block | TDP1 cell noCPT | TDP1 cell CPT
CC(C)N(C)C(=O)c1ccc(OC2CCN(CCc3ccccc3)CC2)cc1 | -5% | ? | ?
Cc1nn(-c2ccccc2)c(Cl)c1/C=N/NC(=O)CNC(=O)c1ccccc1Cl | 3% | ? | 21µM*
Cc1ccccc1Cn1cc(S(=O)(=O)c2ccc(C(C)C)cc2)c(=O)c2cc3c(cc21)OCO3 | . | -11% | -14%
CN=C(Cc1ccccc1)C1=C(O)CC(C)(C)CC1=O | 4% | 4% | 3%
O=C(COc1ccc(Br)cc1)N1CCN(c2ccccc2)CC1 | -6% | ? | ?
COc1ccc([N+](=O)[O-])cc1NC(=O)CSc1nc(C)c(C)c(C)n1 | -5% | ? | ?
Cc1ccc(N2CCN(C3=NC(=O)C(Cc4ccccc4)S3)CC2)cc1 (configuration not stated) | 4% | 23µM* | 29µM*
CC(C)NC(=O)C1(C)CCN1C(=O)c1c(F)cccc1F (configuration not stated) | . | 8% | -1%
C/C(=N\NC(=O)c1cccc(S(=O)(=O)Nc2ccc(C)cc2C)c1)c1ccncc1 | -4% | ? | ?
COc1ccc(C(=O)O)cc1S(=O)(=O)N(C)CCc1cccnc1 | 0% | -3% | 27%
C[C@H]1COC(=O)[C@H](Cc2ccc(F)cc2)C/C=C\C[C@@H](CC(=O)N(CCO)Cc2ccccc2)C(=O)N1 | 0% | 21µM* | 15µM*
NS(=O)(=O)c1ccc(NC(=O)CSc2ncn[nH]2)cc1 | 0% | 7% | 7%
COc1ccc(CNc2nc(-c3ccccc3)nn2C(=O)c2cccs2)cc1 | -2% | -20% | -8%
Cc1ccccc1OCC(=O)NCc1ccccc1 | -1% | 5% | -1%
CCn1c(-c2cc3c(C(F)(F)F)nn(C)c3s2)n[nH]c1=S | 8% | -2% | -7%
CCOc1ccc(S(=O)(=O)N2CCN(Cc3ccco3)CC2)cc1 | 5% | ? | ?
COC(=O)c1c(NC(=O)C2CC2)sc(C(=O)Nc2ccccc2)c1C | 3% | ? | ?
CCOc1ccc(/C(O)=C2\C(=O)C(=O)N(c3ccc(OC)cc3)C2c2ccccc2[N+](=O)[O-])cc1 (configuration not stated) | 4% | -24% | -13%
COc1ccc(N2C(=O)CC(N3CCC(O)(c4cccc(C(F)(F)F)c4)CC3)C2=O)cc1 (configuration not stated) | 5% | -3% | -5%
COc1ccc(CSc2n[nH]c(C)n2)cc1Br | 1% | -22% | -12%
CC(C)=CCc1c(O)cc(C)oc1=O | -2% | -10% | 0%
O=C(/C=C/c1ccoc1)c1ccccc1O | 2% | -13% | 17%
CC1C(=O)N(Cc2cn(CCC3OCCCO3)nn2)CCS(=O)(=O)N1Cc1ccc(-c2ccc(Cl)c(Cl)c2)cc1 (configuration not stated) | . | 3.7µM* | 4.1µM*
Cc1ccc(N2C(=O)N(CC(=O)Nc3c(C)cc(C)cc3Cl)C(=O)C2C)cc1 (configuration not stated) | . | -27% | ?
Cc1ccc(C2CC(=O)NC3=C2C(=O)CCC3)cc1Br (configuration not stated) | -6% | 1% | -30%
CCn1c(C)nc2cc(C(=O)NN=Cc3ccccc3OC(F)F)ccc21 | 0% | -11% | -9%
CCc1nc(SCc2ccc(OC)cc2)n[nH]1 | . | -8% | 28%
O=C(Cn1cc(COc2ccc3ccc(=O)oc3c2)nn1)c1ccc(O)cc1 | . | -16% | -11%
CNC(=O)COC(=O)[C@@H](Nc1ccc(S(=O)(=O)N2CCOCC2)cc1[N+](=O)[O-])C(C)C | 3% | -29% | 8%
CC1(c2nnc(-c3ccc(Cl)cc3)o2)CC(c2ccc(Cl)cc2)=NO1 (configuration not stated) | -6% | -10% | -20%
Cc1ccccc1OCCSc1nc2ncnc(N)c2[nH]1 | -2% | ? | 4%
COc1ccc(/C=C2\OC(=S)N(C)C2=O)cc1 | 5% | -19% | -10%
Cc1ccc(NC(=O)CCN2C(=O)c3ccccc3C2=O)cc1 | 2% | 3% | 20%
Cc1c(-c2ccccc2)nc2ccccc2c1C(=O)OCC(=O)Nc1ncc(C(F)(F)F)cc1Cl | 4% | ? | -1%
COc1ccccc1OCCCCOc1ccccc1F | . | 1% | -4%
Cc1nnc(NC(=O)CSC2CCCCC2)s1 | 3% | 5.8µM* | 1.8µM*
CCN(CC)S(=O)(=O)c1ccc(NC(=O)C(C)N(c2ccccc2)S(C)(=O)=O)cc1 (configuration not stated) | 3% | ? | -5%
CCOc1ccccc1N(C(=O)Nc1ccc(Cl)cc1)C1=NC(C)CS1 (configuration not stated) | 0% | ? | -8%
CN(C)c1nc(Cl)cc(N2CCOCC2)n1 | 3% | -16% | -25%
Cc1cc2nnc(SCc3ccc(F)cc3)n2c2ccccc12 | . | ? | ?
CN(C)C(=S)Oc1ccccc1-c1ccccc1OC(=S)N(C)C | . | ? | ?
CC(C)Cn1c(-c2csc(C(C)C)c2)n[nH]c1=S | 3% | ? | ?
CC(=O)c1c(N2CCOCC2)nc2ccc(Br)cc2c1-c1ccccc1 | . | ? | -25%
CCOC(=O)c1ccc(NC(=O)c2csnn2)cc1 | 1% | -30% | -3%
COc1ccc(NC(=O)CN(C)C(=O)CSc2ccc(Br)cc2)cc1 | 0% | ? | -26%
COC(=O)C(C)n1cnc2c(nnn2-c2ccc(OC)cc2)c1=O (configuration not stated) | 1% | -7% | -19%
Cc1ccc(S(=O)(=O)N(C)CC(=O)Nc2ccc3c(c2)OCO3)cc1 | 6% | -10% | 20%
CCC(C)(C)C1CCC2(CC1)NC(=O)N(CC(=O)N1CCN(C(=O)c3ccco3)CC1)C2=O (configuration not stated) | -1% | -4% | -29%
COc1ccc(C)c2sc(N(Cc3cccnc3)C(=O)COc3ccccc3)nc12 | 8% | ? | ?
O=C(Cc1cccs1)Nc1ccc(F)c(S(=O)(=O)N2CCOCC2)c1 | 0%[56.1 µM] | -21% | -7%
Cc1ccc(Cl)cc1NC(=O)C1CCCN(S(=O)(=O)c2cccc3cccnc23)C1 (configuration not stated) | 4% | ? | ?
O=C(CSc1nnc(Cn2nnc(-c3ccccc3)n2)n1-c1ccccc1)Nc1ccccc1 | 4% | ? | -1%
COc1ccc(NC(=O)Nc2nnc(Cc3ccccc3)s2)cc1 | . | -12% | ?
O=C(NCC(O)c1ccccc1)c1cccs1 (configuration not stated) | . | -17% | -2%
CCOCCc1nn2c(=O)cc(COC(=O)COc3ccc(C)c(C)c3)nc2s1 | 5% | ? | -7%
C=CCNC(=O)NC(=O)CSc1nnc(C(F)(F)F)n1C | 0% | -118% | -109%
CCN(CC)c1nn2c(=O)c(C(=O)NCc3cccc(OC)c3OC)cnc2s1 | 2% | ? | ?
Cc1cccc([C@H]2[C@@H]3C=CCC[C@@H]3C(=O)N2Cc2ccccc2)c1 | -1%[56.1 µM] | ? | ?
CCOC(=O)C(Cc1ccc(Cl)cc1Cl)c1ccno1 (configuration not stated) | -3% | 0% | 2%
C=CCn1c(C)cc(C(=O)Cn2ncc(Cl)c(Cl)c2=O)c1C | -3% | 4.1µM* | 5.8µM*
COC(=O)c1ccccc1S(=O)(=O)N1CCC(C(=O)NC2CCCCC2C)CC1 (configuration not stated) | 0% | 3% | -16%
COc1ccc(S(=O)(=O)N2CCCCC2C)cc1 (configuration not stated) | 1% | -13% | -27%

(further entries)
SMILES | TDP1 block | TDP1 cell noCPT | TDP1 cell CPT
CCOc1ccc(-c2c(C)n([O-])c3c([n+]2=O)CCCCC3)cc1 | 4% | 9% | -11%
COc1ccc2nc(N(CCN(C)C)C(=O)c3ccc4ccccc4c3)sc2c1 | 11% | -4% | 4%
C=CCNC(=O)C(=O)NCC1CCCN1CC (configuration not stated) | 6% | 2% | -1%
CCc1ccc(NC(=O)C2CCCN(S(=O)(=O)c3cccc4nonc34)C2)cc1 (configuration not stated) | 0%[12.3 µM] | -30% | -10%
CNC(=O)c1ccc(-c2sc3nc(N4CCOCC4)c4c(c3c2N)CCCC4)o1 | 11% | 15µM* | 21µM*
CCOC(=O)N1CCN(C(=O)COc2ccc(S(=O)(=O)Nc3ccc(OCC)cc3)cc2)CC1 | 5% | 23µM* | ?
O=C(NNC(=O)c1ccccc1Cl)c1ccccc1Cl | 0% | -1% | -2%
CCCCC(=O)Nc1nc(C)c(-c2csc(Nc3ccc(Cl)cc3)n2)s1 | 8% | 23µM* | ?
CCN1CCC(N2CCN(c3ccccc3OC)CC2)CC1 | 3% | -5% | 27%
COc1ccccc1NC(=O)CSc1nc2ccccc2c(=O)n1C | . | 9.2µM* | 15µM*
CC1CCCC(NC(=O)CSc2cccc[n+]2[O-])C1C (configuration not stated) | 1% | -4% | -9%
COc1ccc(OC)c(NC(=O)Nc2nnc([C@@H]3O[C@H](CO)[C@@H](O)[C@H]3O)s2)c1 | . | 1% | -8%
CC(=O)N1CCN(C(=O)c2ccc(NS(=O)(=O)c3ccc(Cl)c(Cl)c3)cc2)CC1 | . | -4% | -5%
Cc1cccc(C)c1NC(=O)Cn1nnc(-c2ccc(CN3CCC(C)CC3)cc2)n1 | 4% | -23% | -1%
CC(C)CN(C(=O)CN1CCN(c2ccc([N+](=O)[O-])cc2)CC1)c1c(N)n(CC(C)C)c(=O)[nH]c1=O | 5% | 7% | 1%

14 structures already listed, arranged by molar mass, falling.
SMILES | TDP1 block | TDP1 cell noCPT | TDP1 cell CPT
CC(C)CN(C(=O)CN1CCN(c2ccc([N+](=O)[O-])cc2)CC1)c1c(N)n(CC(C)C)c(=O)[nH]c1=O | 5% | 7% | 1%
CC(=O)N1CCN(C(=O)c2ccc(NS(=O)(=O)c3ccc(Cl)c(Cl)c3)cc2)CC1 | . | -4% | -5%
COC(=O)c1ccccc1S(=O)(=O)N1CCC(C(=O)NC2CCCCC2C)CC1 (configuration not stated) | 0% | 3% | -16%
Cc1cccc(C)c1NC(=O)Cn1nnc(-c2ccc(CN3CCC(C)CC3)cc2)n1 | 4% | -23% | -1%
CCc1ccc(NC(=O)C2CCCN(S(=O)(=O)c3cccc4nonc34)C2)cc1 (configuration not stated) | 0%[12.3 µM] | -30% | -10%
CNC(=O)c1ccc(-c2sc3nc(N4CCOCC4)c4c(c3c2N)CCCC4)o1 | 11% | 15µM* | 21µM*
COc1ccc(OC)c(NC(=O)Nc2nnc([C@@H]3O[C@H](CO)[C@@H](O)[C@H]3O)s2)c1 | . | 1% | -8%
CCCCC(=O)Nc1nc(C)c(-c2csc(Nc3ccc(Cl)cc3)n2)s1 | 8% | 23µM* | ?
COc1ccccc1NC(=O)CSc1nc2ccccc2c(=O)n1C | . | 9.2µM* | 15µM*
CCOc1ccc(-c2c(C)n([O-])c3c([n+]2=O)CCCCC3)cc1 | 4% | 9% | -11%
O=C(NNC(=O)c1ccccc1Cl)c1ccccc1Cl | 0% | -1% | -2%
CC1CCCC(NC(=O)CSc2cccc[n+]2[O-])C1C (configuration not stated) | 1% | -4% | -9%
COc1ccc(S(=O)(=O)N2CCCCC2C)cc1 (configuration not stated) | 1% | -13% | -27%
C=CCNC(=O)C(=O)NCC1CCCN1CC (configuration not stated) | 6% | 2% | -1%
